# D3 ag: D3 dopamine receptor (human) agonism; P35462; D3R DiscoveRx beta-arrestin cells, luminescence, 90 min; max activation, %; 410,000 compounds, 0.58% hits; in the data active = max activation above about 30%; note: 0% is about no effect; mostly tested at two doses, the higher about 12 µM
# Target sequence (P35462 whole entry, looked up): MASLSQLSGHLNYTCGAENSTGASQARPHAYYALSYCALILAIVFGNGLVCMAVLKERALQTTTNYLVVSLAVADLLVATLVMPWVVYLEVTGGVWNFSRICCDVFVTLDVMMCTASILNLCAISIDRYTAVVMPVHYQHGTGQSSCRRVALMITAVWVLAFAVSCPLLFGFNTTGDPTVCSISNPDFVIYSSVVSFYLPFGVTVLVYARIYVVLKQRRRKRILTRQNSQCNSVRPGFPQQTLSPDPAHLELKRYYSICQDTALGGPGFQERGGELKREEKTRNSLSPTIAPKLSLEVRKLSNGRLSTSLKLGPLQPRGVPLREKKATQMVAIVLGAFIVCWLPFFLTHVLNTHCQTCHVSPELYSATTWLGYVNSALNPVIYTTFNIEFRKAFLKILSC
#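 Cells at 1500/well, incubated overnight, then treated with pinned compounds (dopamine as control) for 90 min at 37 degrees C. DiscoveRx reagent added for 30 - 60 minutes at room temperature; luminescence read.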
# GLP1R cytotox: cytotoxic in the GLP-1 receptor inverse agonist counter-screen; Potency, µM (highest dose often 38.3 µM), for the others: at the top dose activity change, negative = inhibition, usual class: inhibitors; 410,000 compounds, 0.13% hits; HEK293 cAMP-luciferase reporter cells, luminescence, 24 h;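 note: loss of luciferase light is scored as toxicity; potency is the fitted concentration of half-maximal effect; % is set by controls: 0 for no effect and ±100 for the full control effect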
#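 Here, cytotoxicity is scored as loss of luminescence. The MLSMR collection was tested on cells seeded in medium containing 10% Nu serum, with a 24 hr compound exposure preceded by 12 hours of culture.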
# GLP-1R inv ag: inverse agonists of human GLP-1 receptor; P43220; Potency, µM (doses to about 38.3 µM), for inactives: at the highest dose activity change, negative = inhibition, most hits filed as inhibitors; 410,000 compounds, 1.6% hits; HEK293 GLP-1R CRE-luciferase, luminescence, 24 h; GLP-1R form is constitutively active; note: potency is the fitted concentration of half-maximal effect; % is set by controls: 0 for no effect and ±100 for the full control effect; nearly all actives have a fitted effect of over 55% in size
# Target sequence (P43220 whole entry, looked up): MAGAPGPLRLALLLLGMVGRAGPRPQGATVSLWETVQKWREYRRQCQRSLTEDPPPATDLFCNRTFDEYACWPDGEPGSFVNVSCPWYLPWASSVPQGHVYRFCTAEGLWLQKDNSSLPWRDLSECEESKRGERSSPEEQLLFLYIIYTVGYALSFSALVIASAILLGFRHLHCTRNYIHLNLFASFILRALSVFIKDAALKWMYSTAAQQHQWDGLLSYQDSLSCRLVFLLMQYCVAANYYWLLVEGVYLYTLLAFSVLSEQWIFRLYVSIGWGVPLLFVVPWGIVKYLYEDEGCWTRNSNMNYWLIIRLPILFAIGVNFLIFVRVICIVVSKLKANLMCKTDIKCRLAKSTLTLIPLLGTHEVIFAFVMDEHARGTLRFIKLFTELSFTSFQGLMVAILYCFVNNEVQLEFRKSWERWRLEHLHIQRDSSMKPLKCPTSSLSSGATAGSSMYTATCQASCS
#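 Using stably transfected HEK293 (constitutively active GLP-1R, cAMP-luciferase reporter), compounds were incubated 24 hr and luciferase measured by luminescence.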
# The depositor's hits bear a star; ? = inconclusive. Unless noted, calls come from the whole dose curve; as a rule, active = well fitted curve in the direction sought with a large enough effect; inconclusive = small, poorly fitted or top-dose-only effect, or another doubt; inactive = no such curve, though single readings can be large; an effect the other way counts as inactive or inconclusive. Some of the compounds tested; rates above refer to the full screens.
(1) CC(C)c1nn2c(=O)cc(COC(=O)c3cccc(NC(=O)c4ccccc4F)c3)nc2s1
(2) Cc1c(CNC2CCCCC2)c(C(=O)O)c(C)n1Cc1c(F)cccc1Cl
(3) CCC1CN(C(=O)Nc2cc(Cl)ccc2C(=O)OC)c2ccccc2S1 (configuration not stated)
(4) Cc1ccc(NC(=O)/C(C#N)=C/c2ccc(C(C)C)cc2)cc1C
(5) CCOC(=O)c1ccc(CN(Cc2ccccc2C)S(=O)(=O)c2ccc(F)c(C)c2)cc1
(6) CCCn1cc(S(=O)(=O)c2cccc(Cl)c2)c(=O)c2cc(F)c(N3CCOCC3)cc21
(7) COc1ccc(OC)c(CNC(=O)Cc2ccc(NC(=O)N3CCSc4ncccc43)cc2)c1
(8) COc1cccc(CNS(=O)(=O)c2ccc3c(c2)C(C(C)C)C(=O)N3)c1 (configuration not stated)
screen / no.	1	2	3	4	5	6	7	8
D3 ag	6	-21	-14	6	0	-4	0	-6
GLP1R cytotox	-3%	24%	3%	8%	9%	-3%	3%	-1%
GLP-1R inv ag	3%	-20%	15%	8%	?	11%	-3%	-13%

(9) Cc1cccc(N2CCN(C(=O)Nc3ccc(F)cc3)CC2C)c1 (configuration not stated)
(10) O=C(Cc1ccc(-c2ccccc2)cc1)NCCS(=O)(=O)N1CCN(c2cccc(Cl)c2)CC1
(11) Cc1ccc(C)c(OCCSc2nc3ccccc3n2CC(=O)N2CCOCC2)c1
(12) Cc1ccc(CCNc2ncnc3onc(-c4ccc(F)cc4)c23)cc1
(13) CCOc1ccc(CNC(=O)c2ccc(CS(=O)Cc3ccc(Cl)cc3)o2)cc1 (configuration not stated)
(14) COc1ccc(CCNC(=O)Cn2c(=O)cc(C(F)(F)F)c3c(C)nn(C)c32)cc1OC
(15) Cc1ccc2c(=O)cc(C(=O)Nc3sc4c(c3C(=O)NCc3cccnc3)CCCC4)oc2c1
(16) COc1ccccc1CNC(=O)C1CCN(c2nc3ccc(C)cc3[nH]2)CC1
screen / no.	9	10	11	12	13	14	15	16
D3 ag	-1	1	3	-3	-12	2	-20	1
GLP1R cytotox	13%	-3%	-12%	15%	-1%	21%	2%	3%
GLP-1R inv ag	?	10%	-12%	2%	-8%	5%	-12%	-25%

(17) COc1ccc(NC(=O)C2CCN(S(=O)(=O)c3c(C)noc3/C=C/c3cccs3)CC2)cc1
(18) CCCN(C(=O)Cn1nc(Cc2cccnc2)c2ccccc2c1=O)c1ccc(C(C)C)cc1
(19) CCN1CCN(C(=O)Cn2ncc3c4ccccc4n(Cc4c(C)cc(C)cc4C)c3c2=O)CC1
(20) COc1ccc(-n2ncc(C(=O)Nc3ccc4c(c3)OCCO4)c2C2CCN(C(=O)OC(C)(C)C)CC2)cc1
(21) Cc1ccccc1C(=O)NCc1nc2cccnc2n1Cc1ccccc1
(22) Cc1ccc(-c2sc(C(=O)Nc3ccc(Br)cc3)cc2CC(=O)O)cc1
(23) CCOc1ccccc1-c1noc(CSc2nnc(-c3ccccc3)n2-c2ccc(F)cc2)n1
(24) Cc1ccc(NC(=O)C(Cc2c[nH]c3ccccc23)NC(=O)OCC(C)C)cc1 (configuration not stated)
screen / no.	17	18	19	20	21	22	23	24
D3 ag	1	-15	-20	-2	1	-16	5	-2
GLP1R cytotox	1%	-17%	-9%	1%	9%	4%	-4%	-5%
GLP-1R inv ag	5%	?	-14%	?	-1%	?	3%	?

(25) CCOc1ccccc1NC(=O)C1CCN(S(=O)(=O)c2c(C)noc2/C=C/c2ccco2)CC1
(26) CC(C)C(=O)Nc1cccc(C(=O)Nc2nnc(CC(C)(C)C)s2)c1
(27) CCN1C(C(=O)c2ccccc2)=C(OC(=O)COc2ccc(C)cc2)c2ccccc2S1(=O)=O
(28) CCOc1ccc2nc(N3CCN(C(=O)CS(=O)(=O)c4ccc(F)cc4)CC3)sc2c1
(29) CCOc1ccc(CCNC(=O)Cn2ccc3cc(S(=O)(=O)N4CCCCC4)ccc32)cc1
(30) Cc1ccc2nc(N(Cc3cccnc3)C(=O)CCc3ccccc3)sc2c1
(31) COc1ccc(NC(=O)C(=O)NCC(c2ccc3c(c2)OCO3)N2CCN(C)CC2)cc1 (configuration not stated)
(32) CCn1cc(C(=O)N2CCN(c3cc(C)ccc3C)CC2)c(=O)c2cc(S(=O)(=O)N3CCCCC3)ccc21
screen / no.	25	26	27	28	29	30	31	32
D3 ag	-9	-14	-20	16	-11	1	4	-6
GLP1R cytotox	4%	-9%	1%	-7%	20%	5%	2%	11%
GLP-1R inv ag	-27%	-11%	?	?	-30%	-5%	-3%	3%

(33) Cc1cccc(C(=O)Nc2ccc(S(=O)(=O)N3CCC(c4nc5ccccc5s4)CC3)cc2)c1
(34) O=S(=O)(NCCc1nnc2ccc(SCc3ccc(C(F)(F)F)cc3)nn12)c1ccccc1
(35) CC(C)Oc1ccc(CNC(=O)c2ccc(NC(=O)c3nsc4ccccc34)cc2)cc1
(36) COc1ccccc1-c1nnc2n(CCc3ccccc3)c(=O)c3ccccc3n12
(37) Cc1cc(C)c(NC(=O)Cn2c(=O)n(Cc3ccc(C(=O)NCc4ccc5c(c4)OCO5)cc3)c(=O)c3ccccc32)c(C)c1
(38) Cc1cc(C)cc(OCc2ccc(C(=O)Nc3ccccc3F)o2)c1
(39) COc1ccc(N2CCN(C(=O)CSc3n[nH]c(-c4ccccc4)n3)CC2)cc1
(40) CC(=O)N1c2ccccc2CC1C(=O)N1CCN(c2ccccc2F)CC1 (configuration not stated)
screen / no.	33	34	35	36	37	38	39	40
D3 ag	-11	7	10	9	13	4	6	-2
GLP1R cytotox	4%	1%	3%	0%	3%	-8%	-9%	7%
GLP-1R inv ag	-1%	-27%	1%	6%	-4%	11%	4%	-18%

(41) Nc1c(-c2nc(-c3ccc4c(c3)OCO4)cs2)c2ccccn2c1C(=O)c1ccccc1
(42) COc1cccc(Cn2c(CNS(=O)(=O)c3ccc4c(c3)CCCC4)nc3cccnc32)c1
(43) COc1cccc(C(=O)NCC(c2ccc3c(c2)OCO3)N2CCN(C)CC2)c1 (configuration not stated)
(44) Cc1cccc(OCC(=O)Nc2ccccc2C(=O)OCc2cc(=O)n3ccsc3n2)c1
(45) CCC1CCCCN1S(=O)(=O)c1ccc2c(c1)CCCN2C(C)=O (configuration not stated)
(46) Cc1nc(CC(=O)Nc2ccc(N(C)C)cc2)cs1
(47) CCOc1ccc(NC(=O)CSc2nnc(-c3ccc(C)cc3)c(-c3ccc(C)cc3)n2)cc1
(48) CCN(CC)CCn1c(=N)n(CC(O)COc2ccccc2C)c2ccccc21 (configuration not stated)
screen / no.	41	42	43	44	45	46	47	48
D3 ag	1	-16	-17	-4	1	0	-9	-10
GLP1R cytotox	14%	5%	-4%	15%	13%	-1%	-1%	?
GLP-1R inv ag	13%	-13%	4%	-5%	3%	7%	17%	10µM*

# Three entries from above in a different format.
41. Nc1c(-c2nc(-c3ccc4c(c3)OCO4)cs2)c2ccccn2c1C(=O)c1ccccc1
  D3 ag = 1 | GLP1R cytotox = 14% | GLP-1R inv ag = 13%

42. COc1cccc(Cn2c(CNS(=O)(=O)c3ccc4c(c3)CCCC4)nc3cccnc32)c1
  D3 ag = -16 | GLP1R cytotox = 5% | GLP-1R inv ag = -13%

43. COc1cccc(C(=O)NCC(c2ccc3c(c2)OCO3)N2CCN(C)CC2)c1 (configuration not stated)
  D3 ag = -17 | GLP1R cytotox = -4% | GLP-1R inv ag = 4%

# Carrying on.
(49) Cc1ccc(Nc2c3c(nc4nncn24)CCC3)cc1C
(50) O=C(Cn1cnc2nc3c(cc2c1=O)CCCC3)N1CCN(c2cccc(C(F)(F)F)c2)CC1
(51) CCCCN(CC)C(=O)Cn1c(=O)n(-c2ccc(OCC)cc2)c(=O)c2c3c(sc21)CCCC3
(52) COc1ccccc1Nc1nc(-c2ccccc2Cl)c2cc(Br)ccc2n1
(53) CCOc1ccc(NC(=O)c2c(NCc3ccc(C)o3)sc3c2CCCCC3)cc1
(54) CCc1ccc(NC(=O)CSc2nc3n[nH]c(C)c3c(=N)n2-c2ccc(C)cc2)cc1
(55) O=C(NCC(c1ccc2c(c1)OCO2)N1CCOCC1)c1ccccc1F (configuration not stated)
(56) Cc1ccc(-c2nc3cccc(C)n3c2Nc2ccc3c(c2)OCO3)o1
screen / no.	49	50	51	52	53	54	55	56
D3 ag	-12	-3	5	1	-11	-19	-12	-12
GLP1R cytotox	-3%	15%	1%	6%	-4%	-6%	3%	-9%
GLP-1R inv ag	3%	6%	13%	13%	10%	-12%	14%	?

(57) COc1cccc(Nc2sc(C(=O)c3ccc(Cl)cc3)c(N)c2C(=O)NCc2ccc(C)cc2)c1
(58) Cc1ccc(C)c(CN2C(=O)c3ccccc3S(=O)(=O)c3ccc(C(=O)N4CCCC4)cc32)c1
(59) O=C(Cc1ccc(-c2ccccc2)cc1)NCCS(=O)(=O)N1CCN(c2ccccc2F)CC1
(60) COc1ccc(-c2cnc(C)o2)cc1S(=O)(=O)Nc1cccc(C(F)(F)F)c1
(61) CCOC(=O)c1cccc(NC(=O)N2CC=C(c3c[nH]c4ccccc34)CC2)c1
(62) COc1ccc(NC(=O)c2nc(-c3ccc(C)cc3)n3c2CCCCC3)c(OC)c1
(63) O=C(c1ccccc1)N1CCc2cc(CNS(=O)(=O)c3ccc(Cl)s3)ccc21
(64) COc1cccc(NC(=O)CN(CCc2ccccc2)S(=O)(=O)c2ccc(Cl)cc2)c1
screen / no.	57	58	59	60	61	62	63	64
D3 ag	3	-3	6	6	-8	12	9	-10
GLP1R cytotox	-14%	-13%	-10%	-3%	19%	8%	-1%	14%
GLP-1R inv ag	?	?	?	-20%	?	10%	-17%	-14%

# At a glance, part of the list above:
(55) O=C(NCC(c1ccc2c(c1)OCO2)N1CCOCC1)c1ccccc1F (configuration not stated)
(56) Cc1ccc(-c2nc3cccc(C)n3c2Nc2ccc3c(c2)OCO3)o1
(57) COc1cccc(Nc2sc(C(=O)c3ccc(Cl)cc3)c(N)c2C(=O)NCc2ccc(C)cc2)c1
(58) Cc1ccc(C)c(CN2C(=O)c3ccccc3S(=O)(=O)c3ccc(C(=O)N4CCCC4)cc32)c1
(59) O=C(Cc1ccc(-c2ccccc2)cc1)NCCS(=O)(=O)N1CCN(c2ccccc2F)CC1
(60) COc1ccc(-c2cnc(C)o2)cc1S(=O)(=O)Nc1cccc(C(F)(F)F)c1
(61) CCOC(=O)c1cccc(NC(=O)N2CC=C(c3c[nH]c4ccccc34)CC2)c1
screen / no.	55	56	57	58	59	60	61
D3 ag	-12	-12	3	-3	6	6	-8
GLP1R cytotox	3%	-9%	-14%	-13%	-10%	-3%	19%
GLP-1R inv ag	14%	?	?	?	?	-20%	?

# (more compounds)
(65) Cc1cc(C)cc(NC(=O)CCCc2nnc3n(CC(C)C)c(=O)c4sccc4n23)c1
(66) Cc1ccc(C)c(NC(=O)C2CCCN(S(=O)(=O)c3cn(C)cn3)C2)c1 (configuration not stated)
(67) COc1ccc(CCNC(=O)c2cc3c(=O)n4cccc(C)c4nc3n2C)cc1
(68) COc1cc(CN2CCc3nc(N4CCN(c5ccccc5F)CC4)ncc3C2)ccc1OC(C)C
(69) O=C(NCCc1ccccc1)c1ccc(Cn2c(SCc3ccccc3F)nc3cccnc32)cc1
(70) CCCCOc1ccc(C(=O)Nc2sc3c(c2C(=O)OCC)CCCCC3)cc1
(71) COc1ccc(C)cc1NC(=O)c1cnc2ccc(C)cn2c1=O
(72) Cc1ccc(NC(=O)CSc2nc(-c3ccc(F)cc3)cc(C(F)(F)F)c2C#N)cc1
screen / no.	65	66	67	68	69	70	71	72
D3 ag	8	9	3	-6	-6	-9	-8	3
GLP1R cytotox	6%	6%	1%	6%	-11%	2%	15%	-15%
GLP-1R inv ag	0%	0%	16%	2%	?	12%	2%	5%

(73) CC1CCN(CCCNC(=O)c2cn(C)c3ccc(S(=O)(=O)N(C)C4CCCCC4)cc3c2=O)CC1
(74) CCOC(=O)c1ccc(NC(=O)C2CCN(S(=O)(=O)c3ccc(C)cc3)CC2)cc1
(75) COc1ccc(CCNC(=O)c2cnc3sc(N4CCOCC4)nn3c2=O)cc1OC
(76) Cc1ccc(NC(=O)C2CCN(c3nnc(C)c4c(C)n(-c5ccccc5)nc34)CC2)c(Cl)c1
(77) O=C(COc1ccc(F)cc1)Nc1ccccc1C(=O)OCc1cc(=O)n2ccsc2n1
screen / no.	73	74	75	76	77
D3 ag	-11	12	1	-5	-7
GLP1R cytotox	-13%	9%	0%	1%	1%
GLP-1R inv ag	6%	3%	4%	0%	0%
